Source: PubChem (National Center for Advancing Translational Sciences (NCATS))
GALK inh = galactokinase (human) inhibition; 270,000 compounds, 0.007% hits; AID 1868; Purified GALK, Kinase-Glo residual ATP luminescence; Potency, µM (titrated, usually from 57.5 µM), without a hit: top-dose activity change, negative = inhibition, usual class: inhibitors; P51570; further: potency means the concentration at half of the fitted maximal effect
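The enzyme phosphorylates galactose (100 uM) using ATP (35 uM); inhibition is detected as higher residual ATP, quantified by bioluminescence after 1 h reaction at room temperature, pH 8.0.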
uPA generation = blocks generation of uPA at the cell surface. cell surface uPA generation assay, qHTS. Potency, µM (highest dose often 38.3 µM), for inactives: at the top dose activity change, negative = inhibition, most hits filed as inhibitors. 330,000 compounds, 0.31% hits. AID 540303; active means well fitted inhibition curve with a large enough effect; inconclusive means small, poorly fitted or top-dose-only effect; inactive means no such curve, though single readings can be large or run the other way; tested in mouse RAW 264.7 cells; further: potency means the concentration at half of the fitted maximal effect; nearly all actives have a fitted effect of over 55% in size
Coupling enz = inhibits coupling enzyme system, counter-screen for aldolase hits | coupling enzyme system counterscreen, AmpLite Red fluorescence | 290,000 compounds, 0.67% hits | activity change, negative = inhibition, % at 58.2 µM, hits read low | AID 2472; in the data active means activity change below about -30%
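Fluorescence at 525 nm excitation and 598 nm emission measured inhibition of the coupled detection system without aldolase. Compounds (at 57.5 uM final) were preincubated 10 min at room temperature with coupling enzyme reagent before a 20 min substrate/AmpLite Red step.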
KCNH2 3.1 inh = blocks the human KCNH2 3.1 channel isoform; U2OS KCNH2 3.1, thallium flux FluxOr; stronger effect = lower value; activity change, % (tested at about 1.8 µM); 340,000 compounds, 0.95% hits; AID 720553;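 active means maximum activity change below -70%; inconclusive means maximum activity change from -70% to -50%; inactive means maximum activity change above -50%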;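 further: thallium influx rate constant from kinetic fluorescence after stimulation buffer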
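Virally transduced U2OS (3.1 isoform, 4 h infection in dark at RT) → overnight 37 C → FluxOr + Red40 in HBSS/HEPES, 45 min → stimulation buffer, 2 min kinetic read → rate constant vs DMSO controls.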
PKM2 act = PKM2 (human) enzyme activation; Potency, µM (top dose mostly 57.5 µM), without a hit: at the highest dose activation, usual class: activators; P14618; purified PKM2, Kinase-Glo ATP luminescence, activation; response scale: 0% is enzyme alone, no compound; 260,000 compounds, 0.34% hits; further: potency means the concentration at half of the fitted maximal effect; nearly all actives have a fitted effect of over 55% in size
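Purified hPK-M2 (>95%) run at intermediate activity with 0.1 mM ADP and 0.5 mM PEP in 50 mM imidazole pH 7.2, KCl, MgCl2; 1 h room temperature. ATP formed read by Kinase-Glo luminescence; normalized to uninhibited and no-enzyme controls.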
Eya2 phos inh = Eya2 (human) phosphatase inhibition; O00167; recombinant Eya2, OMFP fluorescence dephosphorylation (OMFP is methylfluorescein phosphate); Potency, µM (highest dose often 76.9 µM), for the others: top-dose activity, negative = inhibition, actives largely listed as inhibitors; 330,000 compounds, 0.006% hits; AID 488837; further: potency means the concentration at half of the fitted maximal effect
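Eya2 protein (added as 0.2 uM solution) was preincubated with compound for 10 min at ambient temperature in 50 mM HEPES pH 7.5, 50 mM NaCl, 5 uM MgCl2, 0.05% BSA, 1 mM DTT. OMFP (added at 50 uM) then reacted 10 min; fluorescence read at 485/525 nm.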
Giardia kill = kills Giardia lamblia; Giardia lamblia trophozoite viability; activity change, % at 7.66 µM, hits read low; 340,000 compounds, 0.15% hits; AID 540267; in the data active means activity change below about -80%; inconclusive means between about -30% and that limit;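 further: parasites exposed to compound for two days anaerobically before the ATP read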
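Trophozoites 100 cells/well + cpd; 48 hrs, 37 deg C, anaerobic. ATPLite 1-Step added, 15-30 min RT, luminescence read (ATP-based viability).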
B2AR arrestin = beta2AR (human) beta-arrestin recruitment activity | beta-arrestin recruitment to beta2AR, cell-based reporter | Potency, µM (top dose mostly 46.1 µM), without a hit: at the top dose activation, most hits filed as activators | 330,000 compounds, 0.02% hits;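 further: potency means the concentration at half of the fitted maximal effect; 0% = DMSO controls and full agonism = EC100 isoproterenol or metaproterenol; nearly all actives have a fitted effect of over 65% in size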
Target sequence (P07550 whole entry, looked up): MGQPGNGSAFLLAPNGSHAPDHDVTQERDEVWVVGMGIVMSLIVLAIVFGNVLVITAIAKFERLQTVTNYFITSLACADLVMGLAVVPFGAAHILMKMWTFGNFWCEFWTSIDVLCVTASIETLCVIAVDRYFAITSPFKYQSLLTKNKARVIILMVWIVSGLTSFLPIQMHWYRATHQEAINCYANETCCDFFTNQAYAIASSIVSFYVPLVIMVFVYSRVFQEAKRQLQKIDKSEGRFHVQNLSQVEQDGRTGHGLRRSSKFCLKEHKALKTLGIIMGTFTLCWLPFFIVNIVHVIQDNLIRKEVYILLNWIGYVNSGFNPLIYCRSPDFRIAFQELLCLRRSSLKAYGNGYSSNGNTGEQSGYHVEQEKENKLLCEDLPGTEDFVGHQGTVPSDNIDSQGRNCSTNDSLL
Chronic BCR inh = inhibitors of chronic active B-cell receptor signaling | AID 493014 | Potency, µM (highest dose often 46.1 µM), without a hit: at the highest dose ratio change, negative = lower green/red ratio, actives largely listed as inhibitors | ABC-DLBCL IkBa-CBG/CBR reporter, luminescence ratio, 4 h | 340,000 compounds, 0.05% hits; active means well fitted inhibition curve with a large enough effect in the signal ratio, with a control signal flat, not every such curve was filed as active; inconclusive means small, poorly fitted or top-dose-only effect, or effect the other way, or a change in a side signal; the % refers to the signal ratio;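 further: potency means the concentration at half of the fitted maximal effect; plate controls were basal doxycycline-induced cells for no effect and cells given 10 µM MG132 for full effect; MG132 reads +100%, hits lower the ratio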
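Cell line TMD8 (human ABC DLBCL), stably expressing tet-inducible CBG68-IkBa fusion and CBR; IMDM/0.5% FBS; cpd up to 46 uM; dox induction, 4 h, 37C/5% CO2; dual luminescence; green/red ratio; MG132 control.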
hERG WT inh = KCNH2 (human, wildtype) channel inhibition. U2OS, BacMam KCNH2, thallium flux FluxOr; stronger effect = lower value. activity change, % at 1.84 µM. 340,000 compounds, 0.37% hits;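 active means maximum activity change below -70%; inconclusive means maximum activity change between -70% and -50%; inactive means maximum activity change above -50%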
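U2OS cells transduced with wild-type KCNH2 virus are loaded with FluxOr dye for 45 min, and thallium flux is measured in kinetic reads before and after stimulation buffer. Rate constants are normalized to DMSO controls.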
USP2a inh = blocks human ubiquitin-specific protease USP2a | 330,000 compounds, 0.01% hits | O75604 | USP2 core, Ub-CHOP2 coupled fluorogenic reporter, 485/531 | Potency, µM (top dose mostly 38.3 µM), for inactives: top-dose activity change, negative = inhibition, hits mostly inhibitors;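 further: potency means the concentration at half of the fitted maximal effect; plate controls were DMSO wells for no effect and full inhibition by NEM control for full effect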
Target sequence (O75604 whole entry, looked up): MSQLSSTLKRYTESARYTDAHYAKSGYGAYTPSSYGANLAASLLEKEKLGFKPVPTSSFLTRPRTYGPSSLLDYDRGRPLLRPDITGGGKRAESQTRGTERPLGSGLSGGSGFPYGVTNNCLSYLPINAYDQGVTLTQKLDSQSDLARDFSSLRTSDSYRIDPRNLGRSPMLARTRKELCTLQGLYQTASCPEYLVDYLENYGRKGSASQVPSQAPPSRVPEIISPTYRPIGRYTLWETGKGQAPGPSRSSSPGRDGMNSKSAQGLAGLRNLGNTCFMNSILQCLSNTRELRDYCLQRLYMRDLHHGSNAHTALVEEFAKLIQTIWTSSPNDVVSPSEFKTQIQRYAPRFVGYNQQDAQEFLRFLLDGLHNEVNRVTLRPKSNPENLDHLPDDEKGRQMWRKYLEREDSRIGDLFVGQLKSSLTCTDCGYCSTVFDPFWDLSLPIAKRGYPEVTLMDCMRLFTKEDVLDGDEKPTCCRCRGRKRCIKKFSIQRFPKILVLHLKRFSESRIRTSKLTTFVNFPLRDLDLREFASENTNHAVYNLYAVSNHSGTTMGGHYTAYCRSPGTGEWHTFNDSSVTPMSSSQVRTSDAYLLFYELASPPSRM
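Cell-free coupled assay: 10nM USP2 core preincubated 30min RT with compound in Tris-HCl pH 8.0/CaCl2/CHAPS buffer, then 25nM Ub-CHOP2 and 25nM reporter substrate; fluorescence (Ex 485/Em 531) read after 60min RT, normalized to NEM inhibition, concentration-response curves fitted.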
* = called active by the depositor; ? = inconclusive; / = no result given; [ ] = another dose, or the depositor's remark. Unless noted, the call rests on the fitted dose curve; in most records, active means well fitted curve in the direction sought with a large enough effect; inconclusive means small, poorly fitted or top-dose-only effect, or another doubt; inactive means no such curve, though single readings can be large; an effect the other way counts as inactive or inconclusive. Unless noted, on the % scale 0 is the no-effect control and ±100 the full control effect.

SMILES	GALK inh	uPA generation	Coupling enz	KCNH2 3.1 inh	PKM2 act	Eya2 phos inh	Giardia kill	B2AR arrestin	Chronic BCR inh	hERG WT inh	USP2a inh
Cc1cc(OC(C(=O)O)c2ccccc2)c2c(C)c(Cc3ccccc3)c(=O)oc2c1 (stereo unspecified)	5%	-1%	0	-18	-3%	-10%	-9	-0.8%	?	7	8%
COC1CCCN(Cc2nc(Cc3ccccc3F)no2)C1 (stereo unspecified)	-2%	0%	1	7	3%	6%	1	0.0%	1%	-2	2%
Cc1c(C)c2ccc(O)c(CN3CCN(C)CC3)c2oc1=O	/	6%	-2	1	/	4%	-5	0.1%	2%	5	-3%
CCOC(=O)N1CCN(C(=O)CCSc2ccc(Cl)cc2)CC1	-4%	4%	-1	9	-19%	-3%	13	0.0%	-6%	0	5%
COc1ccc(N2CCN(C(c3ccccc3OC)c3nnnn3C3CCCC3)CC2)cc1 (stereo unspecified)	1%	-2%	-6	-6	0%	-25%	-4	0.1%	1%	5	1%
CCOC(=O)C1CCN(C(=O)C2CCN(S(=O)(=O)N3CCC4(CC3)OCCO4)CC2)CC1	5%	-14%	4	4	-1%	6%	-13	-1.0%	1%	-11	-3%
Cc1noc(/C=C/N(C)C)c1S(=O)(=O)N1CCCC(C(=O)NCc2cccs2)C1 (stereo unspecified)	3%	0%	0	-4	-1%	9%	4	-0.3%	?	4	-10%
CCOC(=O)CC(NC(=O)c1cc2cccc(OC)c2oc1=O)c1cccc([N+](=O)[O-])c1 (stereo unspecified)	-1%	-2%	-2	6	0%	-1%	-19	0.2%	2%	2	1%
NC(=O)C1CCN(C(=S)NCc2ccc3c(c2)OCO3)CC1	-3%	1%	-3	-3	-1%	-10%	4	-0.2%	-1%	-3	0%
O=C(NC1(C(F)(F)F)N=C(c2ccccc2)NC1=O)c1ccccc1F (stereo unspecified)	0%	1%	2	-7	-2%	5%	2	-0.3%	1%	-8	1%
CC(C)N(Cc1ccccc1)C(=O)Cn1c(=O)cnc2ccccc21	-4%	-14%	0	-5	-2%	0%	-10	-0.3%	2%	-1	1%
CCc1nnc(NS(=O)(=O)c2ccc(N3C(=O)C4CC=C(Cl)CC4C3=O)cc2)s1 (stereo unspecified)	2%	-3%	10	12	4%	1%	8	-0.2%	-3%	-6	-3%
O=C1CN(S(=O)(=O)c2ccccc2Cl)CCN1	/	1%	/	8	/	5%	-7	-1.5%	0%	0	2%
Cc1ccc(S(=O)(=O)Nc2nc3ccc(N)cc3s2)cc1	-4%	2%	1	12	-7%	-6%	-3	-0.6%	0%	-8	1%
COc1ccc(N2CC(C(=O)Nc3ccc(S(=O)(=O)N4CCCC4)cc3)CC2=O)cc1 (stereo unspecified)	0%	2%	0	0	/	3%	-4	-0.4%	2%	-10	-1%
C/C(=N/Nc1ccc([N+](=O)[O-])cc1)c1c[nH]c2ccccc12	-3%	?	-1	-16	11%	-9%	-13	3.0%	4%	-36	-3%
O=C(CCC(=O)N1CCN(c2ccccc2F)CC1)c1ccc(Cl)s1	/	5%	/	-24	/	-7%	-9	0.4%	-15%	-5	4%
Cc1ccnc(NC(=O)CN2C(=O)c3ccccc3S2(=O)=O)c1	/	0%	/	-5	/	18%	1	-0.5%	-9%	-4	-2%
Cc1ccc(Nc2nc(N)c([N+](=O)[O-])c(NCc3ccccc3)n2)cc1	2%	4%	-3	-20	-2%	?	0	-0.6%	?	-3	4%
O=C(Nc1cccnc1)c1ccc(NC(=O)c2ccco2)cc1	0%	6%	0	-12	-4%	2%	2	0.0%	?	-8	-1%
O=S1(=O)N=C(N/N=C/c2cccs2)c2ccccc21	-4%	-1%	-3	20	2%	4%	5	0.5%	1%	-1	2%
O=C(c1ccc(F)cc1)N1C2CCC1CC(O)(c1ccccc1F)C2 (stereo unspecified)	3%	4%	-1	11	-2%	5%	-19	-0.6%	2%	0	0%
CC(=O)N(c1cccc(C)c1)S(=O)(=O)c1ccc(Cl)cc1	12%	-6%	0	11	-21%	11%	-8	-0.1%	1%	-39	0%
N=C1C(c2ccccc2)=C(O)CN1c1cccc(O)c1	2%	-8%	2	-3	0%	10%	6	-0.7%	8%	-3	8%
Cc1ccc(NC(=O)COC(=O)c2cccnc2Cl)cc1S(=O)(=O)N1CCOCC1	/	-2%	/	7	/	1%	28	2.8%	1%	4	5%
COc1ccc(C2(CNC(=O)c3ccco3)CCOCC2)cc1	-3%	-1%	1	-5	-3%	-6%	-14	-3.6%	-1%	-7	4%
CCOC(=O)c1c(C)nn(-c2ccc(NC(=O)/C=C/C(=O)O)cc2)c1C	4%	0%	8	0	-3%	-14%	16	-0.3%	?	-24	-1%
COc1ccc(/C=C/C(=O)Nc2cccc(F)c2)cc1S(=O)(=O)N1CCOCC1	-2%	-6%	-1	-1	-19%	-10%	-7	0.2%	?	10	1%
O=C1CN(C(=O)N[C@@H](Cc2ccccc2)C(=O)N[C@H](Cc2ccccc2)C(=O)O)c2ccccc2N1	/	-4%	3	-5	1%	?	-2	-3.1%	3%	0	-2%
COc1cc(/C=C/C(=O)OCC(=O)NC2CCS(=O)(=O)C2)ccc1OC(F)F (stereo unspecified)	/	-18%	/	-167*	/	-25%	-28	0.0%	-6%	4	1%
COC(=O)c1cc(-c2cccs2)nn1-c1ccccc1	1%	-7%	0	-4	0%	?	1	0.2%	0%	-2	3%
CCc1ccc(CNC(=O)Cc2ccc(NC(=O)C3=C(C)OCCS3)cc2)cc1	-2%	-3%	0	4	/	3%	-7	0.2%	?	1	1%
O=C(NCCNC(=O)c1ccccn1)c1cccc(F)c1	-1%	0%	-4	22	/	21%	-8	0.1%	-2%	18	0%
CC(C)(C)n1ncc2c(=O)n(CC(=O)NC3CCCCC3)cnc21	2%	3%	2	9	1%	-9%	20	0.1%	2%	1	-2%
CCNc1nc(SCCOc2ccc(Br)cc2)nc(N(C)C)n1	-4%	14%	-2	-10	1%	8%	0	0.3%	?	/	2%
CN(C1CCCCC1)S(=O)(=O)c1ccc(Cl)c(C(=O)O)c1	9%	3%	12	5	-1%	-4%	3	0.0%	-2%	-1	0%
CC(C)C(=O)NC(NCC1CCCO1)C(Cl)(Cl)Cl (stereo unspecified)	-2%	-7%	3	6	2%	-2%	1	0.1%	4%	-7	1%
COC(=O)CCc1sc(NC2CCCCC2)nc1-c1ccc(OC)cc1	1%	0%	1	-22	-3%	-4%	-12	-0.1%	3%	-1	-1%
CCC1CCCCN1C(=O)/C=C/c1ccc2c(c1)OCO2 (stereo unspecified)	-3%	-22%	1	13	0%[11.5 µM]	12%	7	-0.3%	-5%	2	0%
CCN1CCN(C(=O)c2cc3c(OC)c(OC)c(OC)cc3[nH]2)CC1	-1%	1%	-2	7	/	-6%	-8	0.5%	?	-2	-6%
O=C(COC(=O)c1cccnc1Cl)Nc1ccccc1OC(F)F	-4%	1%	3	?	-3%	-17%	3	0.2%	-4%	7	7%
S=C(NCc1ccc(Cl)cc1)N1CCN(c2ccccn2)CC1	6%	-1%	3	?	2%	-9%	27	-0.1%	1%	3	3%
Cc1cc(OCC(=O)OCC(=O)N2CC(C)CC(C)C2)ccc1Cl (stereo unspecified)	/	0%	/	16	/	3%	25	1.1%	-3%	7	2%
Cc1c(C(=O)OCc2ccc(F)cc2)sc2nc3n(c(=O)c12)CCC3	/	5%	/	-11	/	10%	-3	-0.1%	0%	3	1%
Cc1ccc2ccccc2c1NC(=O)Cn1nnc(-c2cccnc2)n1	10%	5%	2	-1	3%	5%	7	-0.1%	-2%	-3	6%
Cc1cc(NC(=O)CCCS(=O)(=O)c2nc(-c3cccs3)cc(C(F)(F)F)n2)no1	-2%	-9%	-2	-6	3%	9%	4	-0.2%	?	-3	5%
CC(=O)c1sc2ccccc2c1OC(=O)c1ccco1	0%	-3%	5	2	19%	-8%[15.4 µM]	3	0.5%	0%	-17	-1%
Nc1cc(C(=O)O)ccc1Sc1ccccc1C(=O)O	5%	-8%	-7	7	-7%	0%	2	-0.4%	17%	/	-2%
COc1ccc(C(=O)Nc2ccc(N3CCN(C(C)=O)CC3)cc2)cc1[N+](=O)[O-]	-1%	/	0	/	-1%	13%	/	-0.1%	-12%	/	4%
O=C(c1cnn2c(C(F)(F)F)cc(-c3ccc4c(c3)OCO4)nc12)N1CCCC1	7%	6%	1	12	5%	4%	-2	0.1%	1%	-16	4%
Cc1ccc(N(CC(=O)NC(C)(C)C)C(=O)CCC(=O)Nc2nccs2)c(C)c1	-1%	0%	-2	-5	5%	4%	15	-0.5%	?	5	0%
